IDE cell activ: human IDE activators in live cells, primary screen, fluorescence polarization, HEK cells, FAbeta-B substrate; FAbeta-B cleavage; 0% vehicle, 100% cell-free pure enzyme wells; activation, % at 5.96 µM; AID 493087, 2011; hit rate 0.073% among 340,000; Insulin-degrading enzyme (Homo sapiens), P14735;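 active = activation above the mean of all tested compounds plus 3 SD, set per screening campaign, cut at about 17% in these data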
Target sequence (P14735 whole entry, looked up): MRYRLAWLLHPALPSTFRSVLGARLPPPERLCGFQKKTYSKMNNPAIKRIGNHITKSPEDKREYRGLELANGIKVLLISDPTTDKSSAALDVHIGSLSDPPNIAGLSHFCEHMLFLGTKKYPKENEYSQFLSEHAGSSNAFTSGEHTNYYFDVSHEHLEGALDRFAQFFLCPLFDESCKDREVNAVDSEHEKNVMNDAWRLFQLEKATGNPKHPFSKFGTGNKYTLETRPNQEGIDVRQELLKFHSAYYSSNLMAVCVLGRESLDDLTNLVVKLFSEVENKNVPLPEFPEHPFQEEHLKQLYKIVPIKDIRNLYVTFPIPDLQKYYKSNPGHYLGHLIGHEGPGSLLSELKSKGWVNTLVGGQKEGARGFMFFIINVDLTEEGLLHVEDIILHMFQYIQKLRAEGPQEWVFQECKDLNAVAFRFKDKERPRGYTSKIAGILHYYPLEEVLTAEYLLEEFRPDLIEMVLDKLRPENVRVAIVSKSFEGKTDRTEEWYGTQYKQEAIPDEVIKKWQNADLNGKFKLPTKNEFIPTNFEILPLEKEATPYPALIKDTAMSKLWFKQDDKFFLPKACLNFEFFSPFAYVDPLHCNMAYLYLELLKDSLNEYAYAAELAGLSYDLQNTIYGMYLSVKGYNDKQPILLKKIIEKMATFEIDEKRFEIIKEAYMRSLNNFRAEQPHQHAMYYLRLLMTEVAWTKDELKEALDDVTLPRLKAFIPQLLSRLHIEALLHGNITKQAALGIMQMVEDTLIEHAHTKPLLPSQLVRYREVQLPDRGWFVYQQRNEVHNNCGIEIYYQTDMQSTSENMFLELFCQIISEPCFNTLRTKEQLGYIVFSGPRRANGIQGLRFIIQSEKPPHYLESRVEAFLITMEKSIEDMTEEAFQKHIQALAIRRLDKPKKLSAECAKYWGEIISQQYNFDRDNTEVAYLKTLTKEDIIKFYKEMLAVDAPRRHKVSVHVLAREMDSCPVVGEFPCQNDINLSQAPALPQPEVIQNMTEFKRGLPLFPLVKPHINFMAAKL
UBC9 SUMO inh: inhibitors of in vitro SUMOylation cascade, primary screen, biochemical, HTRF, uHTS; SUMO-conjugating enzyme UBC9 (Homo sapiens), P63279; HTRF SUMOylation assay, SAE1/SAE2 + UBC9; inhibition, % at 35 µM; hit rate 0.36% among 290,000; AID 2006, 2009; in the data active = inhibition above about 50%, passing the limit was not always enough; also: strong numbers were not always called active
IDE inh: human IDE inhibitors in live cells, primary screen, fluorescence polarization, HEK cells, FAbetaB substrate; AID 434962, 2010; inhibition, % at 5.59 µM; FAbetaB cleavage; Insulin-degrading enzyme (Homo sapiens), P14735; hit rate 0.41% among 320,000;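 active = percent inhibition above the average of all tested compounds plus 3 SD, set per screening campaign, cut at about 16% in these data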;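 also: IDE supplied by intact live HEK cells; FP after avidin binding of uncleaved biotin substrate so inhibition keeps polarization high; 0% = DMSO wells and 100% = 60 µM reference IDE inhibitor Ii1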
FID counter: compounds displacing fluorescent DNA intercalator, primary screen, artefact control for HCV NS3 helicase inhibitor project, biochemical, FID fluorescence; DNA fluorescent intercalator displacement; inhibition, % at 7.9 µM; hit rate 0.17% among 290,000; AID 1845, 2009; in the data active = inhibition above about 37%;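 also: 0% = vehicle and 100% = reference compound; higher means more ethidium bromide displaced from hairpin DNA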
PfM18AAP inh: PfM18AAP inhibitors, malaria aminopeptidase, primary screen, biochemical, QFRET, recombinant enzyme | M18 aspartyl aminopeptidase (Plasmodium falciparum 3D7) | H-Glu-NHMec fluorogenic cleavage | inhibition, % at 7.35 µM | hit rate 1.2% among 290,000;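 active = inhibition above the campaign mean inhibition over all tested compounds plus 3 SD, cut at about 28% in these data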;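 also: 0% = plate median of test compound wells and 100% = 2 mM ZnCl2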
IMP-1 inhibitor: IMP-1 metallo-beta-lactamase inhibitors, primary screen, biochemical, epi-absorbance readout, Pseudomonas aeruginosa enzyme; metallo-beta-lactamase IMP-1 (Pseudomonas aeruginosa); purified IMP-1, nitrocefin hydrolysis, epi-absorbance fluorescence; inhibition, % at 5.6 µM; hit rate 0.45% among 290,000; AID 1556, 2009;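 active = inhibition above the mean plus 3 SD of all compounds in the same screening run, cut at about 4.5% in these data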;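 also: 0% = IMP-1 with DMSO and 100% = DMSO wells lacking enzyme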
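System: purified IMP-1 / Input: IMP-1 dispensed at 0.2 nM / Medium: 50 mM HEPES pH 7.1, 50 µM ZnSO4, 0.05% Brij 35 / Timing: 15 min enzyme–compound preincubation, then 25 min nitrocefin reaction, 25 °C / Technique: plate fluorescence quenching by hydrolysis product, ex 480/em 530 nm / Repeats: singlicate testing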
pCIP destab: p/CIP-EGFP fusion destabilizers, primary screen, fluorescence, F442A cells | 16 h | decrease of EGFP signal, % at 10 µM | hit rate 0.01% among 290,000 | AID 1984, 2009;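 active = EGFP signal decrease of at least 30% at 10 µM or well 3 SD below plate mean, unless failing retest; inactive = the rest, including hits failing retest or dose response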; also: some compounds called inactive have numbers as strong as hits; many of its hits are not listed in these tables
VIM-2 inhibitor: VIM-2 metallo-beta-lactamase inhibitors, primary screen, biochemical, epi-absorbance readout, Pseudomonas aeruginosa enzyme; purified VIM-2, nitrocefin hydrolysis, epi-absorbance fluorescence; inhibition, % at 5.6 µM; hit rate 0.89% among 290,000; AID 1527, 2009;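 active = inhibition above the mean of all tested compounds plus 3 SD, cutoff set per screening run, cut at about 7.5% in these data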;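 also: red hydrolysis product quenches plate fluorescence so inhibitors raise well fluorescence; 0% = enzyme with DMSO and 100% = DMSO without enzyme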
HCV NS3 hel inh: inhibitors of HCV NS3 helicase, primary screen, biochemical, Cy5 molecular beacon fluorescence; Hepatitis C virus NS3 helicase; NS3 helicase DNA unwinding; inhibition, % at 10.9 µM; hit rate 0.56% among 290,000; AID 1800, 2009;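 active = inhibition above the mean of all tested compounds plus 3 SD, set per campaign, cut at about 35% in these data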;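 also: 0% = DMSO wells and 100% = thioflavine S control wells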
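System: NS3 helicase fragment of HCV / Schedule: 1 h at 25 °C / Control set: DMSO alone as 0% and 110 µM thioflavine S as 100% / Reagent: Cy5/quencher beacon DNA duplex and ATP to start / Technique: Cy5 fluorescence / Replication: singlicate / Evaluation: % inhibition of end-to-start signal ratio versus controls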
* = called active by the depositor; · = not tested or not shown. This is a random part of the collection; overall some 3.6% were active at least once.

entry | SMILES | IDE cell activ | UBC9 SUMO inh | IDE inh | FID counter | PfM18AAP inh | IMP-1 inhibitor | pCIP destab | VIM-2 inhibitor | HCV NS3 hel inh
1 | Oc1c(Br)cc(/C=N/n2c(-c3ccccc3)n[nH]c2=S)c(Br)c1O | · | 55* | 3 | -19 | 33* | -4.3 | -12 | -2.6 | 39*
2 | COCC(=O)N1CCC(Oc2ccc(C(=O)NCc3cc(C)no3)cc2)CC1 | 2 | -3 | 8 | -7 | -3 | -3.1 | -25 | -2.3 | 2
3 | CC(C)CN(C(=O)CN1CCOCC1)c1c(N)n(CC(C)C)c(=O)[nH]c1=O | 4 | 4 | 0 | 1 | -10 | -4.6 | 5 | -3.8 | 6
4 | O=C(/C=C/c1ccco1)Nc1scc(-c2ccccc2)c1C(=O)O | -4 | 12 | -4 | -31 | -1 | -2.1 | -7 | -3.3 | 29
5 | CCOC(=O)C1=C(O)C(=O)N(Cc2cccnc2)C1c1ccc(OC)cc1 (stereo not given) | · | 4 | -5 | -19 | 0 | -1.6 | -4 | -2.7 | -15
6 | Cn1c(N)c(C(=O)COC(=O)CN2C(=O)c3ccccc3C2=O)c(=O)n(C)c1=O | 2 | -8 | 2 | 3 | 0 | -3.2 | 5 | -2.0 | 6
7 | Cc1ccc(NC(=O)c2cc(C(C)(C)C)nn2Cc2ccccc2)cc1 | 2 | -16 | -1 | -27 | -5 | -0.8 | 6 | -1.5 | -7
8 | CSc1cccc(NC(=O)C(C)C)c1 | 5 | 18 | -3 | -3 | -1 | 0.4 | -9 | 0.5 | 7
9 | COc1ccc(N(C(=O)CNC(=O)c2ccco2)C(C(=O)NC2CCCC2)c2ccc(C)o2)cc1 (stereo not given) | 2 | 22 | -2 | -29 | -15 | -1.5 | -5 | 0.1 | -8
10 | CN1CCN(C(=O)c2ccc(CN3CCOCC3)cc2)CC1 | 1 | 4 | 4 | -3 | 6 | -3.5 | -7 | -5.3 | 0
11 | Nc1ncc(Br)cc1S(=O)(=O)NCCC(=O)N1CCN(c2ccccc2)CC1 | -3 | · | -2 | -22 | 1 | -0.7 | -12 | -1.9 | -4
12 | O=C(NCc1cc(C(F)(F)F)cc(C(F)(F)F)c1)C1CC(c2c(Cl)cccc2Cl)=NO1 (stereo not given) | 1 | -6 | 3 | -16 | 1 | -2.4 | 0 | -0.9 | -6
13 | CC(C)C(=O)NC(NC(=S)Nc1cccc2cccnc12)C(Cl)(Cl)Cl (stereo not given) | 0 | -5 | 1 | -2 | 0 | -0.2 | -3 | -2.6 | -7
14 | O=C(N/N=C1\CCSc2ccc(F)cc21)c1cccnc1 | 5 | 23 | -5 | -5 | -3 | -2.3 | -4 | -0.6 | 10
15 | COc1ccc(Cc2nnc(Nc3ccc(C)cc3C)[nH]c2=O)cc1 | 5 | -10 | 0 | -8 | -3 | -4.7 | -5 | -1.4 | -1
16 | O=C(CSc1nc2ccccc2c(=O)[nH]1)Nc1ccc(Br)cc1 | 1 | 21 | 8 | -6 | 0 | -2.8 | -7 | -2.4 | 12
17 | CC1=CC=CN2C1=NC(=O)CC2(C)C(=O)N(CC(=O)NC1CCCC1)Cc1ccccc1 (stereo not given) | 6 | 20 | 2 | -8 | -4 | -0.3 | -6 | -1.6 | -5
18 | Cc1nn(-c2ncc(C(F)(F)F)cc2Cl)c(=O)n1-c1ccccc1Cl | -1 | 20 | · | -8 | -6 | -2.4 | -7 | -2.3 | -1
19 | C#CCOc1ccccc1CNC1CCN(Cc2ccccc2)CC1 | 5 | 29 | 4 | 16 | -6 | -2.6 | -11 | -4.3 | -14
20 | Cn1c(=O)c2c(SCc3cccc(C(F)(F)F)c3)nc(-c3ccco3)nc2n(C)c1=O | 6 | 5 | 6 | 0 | 3 | -3.5 | -2 | -0.7 | -3
21 | O=C(CCN1CCCCC1=O)NC1CCCc2c1cnn2-c1ccccc1F (stereo not given) | -4 | 3 | 2 | -12 | 0 | -5.1 | 3 | -2.2 | 2
22 | CCOC(=O)c1c(C)nc2c(c1-c1cc(OC)c(OC)c(OC)c1)C(=O)c1ccccc1-2 | 5 | 13 | 0 | -5 | -1 | -1.8 | -4 | -3.5 | 2
23 | O=C(Nc1ccccn1)NC12CC3CC(CC(C3)C1)C2 | 2 | -1 | 4 | -3 | -13 | 0.3 | -11 | -2.3 | 0
24 | Cc1nc(N)nc(Cl)c1Cc1ccc(Cl)cc1 | 4 | 24 | 1 | -6 | 1 | -3.7 | -4 | -2.9 | 8
25 | Nc1ccc2c3c(cccc13)C(=O)N(c1ccccc1)C2=O | -14 | 20 | · | -6 | 3 | 37* | -781 | 35* | 2

Next part.
entry | SMILES | IDE cell activ | UBC9 SUMO inh | IDE inh | FID counter | PfM18AAP inh | IMP-1 inhibitor | pCIP destab | VIM-2 inhibitor | HCV NS3 hel inh
26 | Cc1ccc(CN(C)CC(=O)Nc2ccc3c(c2)CCC3)cc1 | 7 | 3 | -1 | 7 | -13 | -3.3 | -7 | -3.4 | -16
27 | N=c1n(-c2ccccc2)c(O)cc(=O)n1-c1ccccc1 | 0 | 7 | -2 | -2 | -3 | -2.1 | 0 | -1.3 | 2
28 | COc1cc(SC)ccc1C(=O)N1CCN(c2ccccc2)CC1 | · | 8 | -3 | -27 | -10 | -3.2 | -8 | -1.9 | 8
29 | CC(=O)Nc1ccc(NC(=O)COC(=O)c2ccccn2)cc1 | -1 | -2 | 8 | -2 | -9 | -1.7 | -3 | -0.8 | 8
30 | COc1ccc(S(=O)(=O)Nc2ccccc2OC)cc1NC(=O)Cc1cccs1 | 5 | -1 | -2 | -16 | -20 | -1.4 | -5 | -2.3 | -7
31 | CC(C(=O)N1CCCC1)c1ccc([N+](=O)[O-])cc1 (stereo not given) | 1 | 20 | -1 | -1 | -4 | 1.1 | -20 | 2.6 | -5
32 | OCCN1CNC(=S)NC1 | -1 | 20 | -2 | -1 | -14 | -1.5 | -8 | -1.3 | -7
33 | COc1ccccc1Oc1ccc(N/C=C2/CCCC2=O)cc1 | -2 | 30 | -9 | -7 | 9 | -2.9 | -11 | 5.2 | -10
34 | COc1ccc(NC(=O)Nc2ccc(F)cc2F)cc1 | 2 | 2 | 7 | 0 | 5 | -3.0 | -7 | -1.5 | 1
35 | CCOc1ccc(-n2c(Cc3cc(=O)[nH]c(=O)[nH]3)nnc2SCC)cc1 | -3 | 33 | 9 | -7 | 5 | -5.0 | -18 | -4.6 | 7
36 | N#CC1=C(Nc2ccccc2)SC=C(c2ccc(Cl)c(Cl)c2)N=C1N1CCOCC1 | 3 | 15 | 3 | 2 | -10 | -2.7 | -10 | 0.4 | 1
37 | Cc1cc2c(n1-c1ccc(Br)cc1)CC(C)(C)CC2=O | -4 | 18 | 3 | -27 | -1 | -2.5 | -16 | -4.7 | -2
38 | CCCCN(CCCC)S(=O)(=O)c1ccc(OC)c2ncccc12 | 3 | -9 | -3 | -22 | 5 | -1.6 | 5 | -0.5 | 2
39 | O=C1CC(c2ccccc2)n2nc(NC(=O)c3ccccn3)nc2N1 (stereo not given) | 5 | 4 | 8 | -6 | -3 | -3.6 | -8 | -4.9 | 4
40 | CCCCC1(C(=O)OCC)CC(CSC(=N)N)OC1=O (stereo not given) | 1 | 4 | -1 | -2 | -11 | 0.7 | 3 | -0.1 | -9
41 | Cn1cc(CN2CCN(c3ccc(Cl)cn3)CC2)c(-c2ccccc2F)n1 | -2 | 16 | 1 | 0 | 0 | -0.7 | -2 | 0.1 | -3
42 | Cc1ccccc1OCC(=O)Nc1nc2ccccc2[nH]1 | 7 | 7 | 0 | -4 | 18 | 0.4 | -2 | -2.0 | -21
43 | COC(=O)c1ccccc1NC(=O)CNC(=O)c1ccc(OC)cc1 | 6 | -1 | -1 | -7 | 2 | -3.2 | 10 | -2.9 | -4
44 | CCOC(=O)CNC(=O)CSc1nnc(NC(=O)c2ccc3c(c2)OCO3)s1 | 1 | 11 | -4 | -12 | -10 | -1.5 | 8 | -0.1 | 4
45 | N#C/C(=C/c1cn(-c2ccccc2)nc1-c1cccc(S(=O)(=O)N2CCCC2)c1)C(=O)NCc1ccco1 | -6 | 46 | 8 | -26 | 6 | -1.4 | -14 | 0.2 | 16
46 | Cc1nn(C)c(Oc2ccccc2)c1CCNS(=O)(=O)c1ccc(F)cc1 | 5 | 8 | -5 | -23 | 0 | -2.4 | 23 | -2.1 | -2
47 | CC1CCN(c2c(NCc3ccc(C(=O)NCCc4ccc(Cl)cc4)cc3)c(=O)c2=O)CC1 | 7 | 21 | 1 | -6 | -5 | -5.0 | -5 | -4.7 | -2
48 | CC(=O)Nc1nnc(C)s1 | -1 | -7 | 4 | 0 | 3 | -3.0 | -6 | -5.0 | -2
49 | COc1ccc(CSc2nnnn2-c2ccc(C(=O)O)cc2)cc1 | 0 | 9 | 5 | -19 | -1 | -2.7 | -1 | -2.4 | 8
50 | Brc1ccc2[nH]c3c(NCc4ccccn4)ncnc3c2c1 | · | 14 | 64* | -3 | -2 | -3.0 | -1 | -0.5 | -4

Further compounds follow.
entry | SMILES | IDE cell activ | UBC9 SUMO inh | IDE inh | FID counter | PfM18AAP inh | IMP-1 inhibitor | pCIP destab | VIM-2 inhibitor | HCV NS3 hel inh
51 | COc1ccc(-c2[nH]ncc2CN(C)C(C)c2ccon2)cc1F (stereo not given) | -2 | 13 | 8 | -1 | 4 | -1.6 | -12 | -6.4 | 4
52 | Cc1cccc(-c2nnn(Cc3nnc(NC(=O)c4ccccc4)s3)n2)c1 | 0 | 20 | -4 | 0 | -8 | -2.0 | 1 | 0.0 | -3
53 | CCOc1ccccc1C1C(C#N)=C(SCC(=O)OC)NC(=O)C1C(=O)OC (stereo not given) | 4 | 20 | 1 | -13 | 2 | -3.3 | -6 | -0.4 | 4
54 | O=C(CN1CCN(S(=O)(=O)c2ccccc2[N+](=O)[O-])CC1)NC(=O)NCc1ccco1 | -1 | 5 | 1 | -3 | 0 | 0.7 | -6 | -1.6 | -8
55 | CCOc1ccc(S(=O)(=O)N2CCN(CC)CC2)cc1NC(=O)c1ccccc1F | 4 | 10 | 7 | 5 | 2 | -2.9 | -6 | 6.9 | -25
56 | COc1ccccc1NC(=O)C1=C(C)Nc2nc(CCCO)nn2C1c1ccc2c(c1)OCO2 (stereo not given) | 2 | 7 | 2 | -12 | 4 | -2.3 | -10 | -4.6 | -4
57 | COC(=O)NC1CCS(=O)(=O)C1 (stereo not given) | 6 | 8 | -3 | -3 | 4 | -1.9 | -18 | -1.8 | 23

Bioassay records as filed in PubChem BioAssay.
